NPC1 prom act = NPC1 promoter activation | Potency, µM (doses to about 9.22 µM), without a hit: top-dose activation, usual class: activators | Huh7 NPC1 promoter luciferase reporter, 24 h | 320,000 compounds, 2.4% hits;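 note: potency is the fitted concentration of half-maximal effect; % of control where 0% means no effect; nearly all actives have a fitted effect of over 60% in size; reporter is driven by a mutant NPC1 promoter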
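Huh7 reporter cells (NPC1 promoter driving luciferase) are dosed with compound for 24 h at 37 °C, 5% CO2; luciferase detection reagent is then added and luminescence measured after 10 min at ambient temperature.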
Rab9 prom act = Rab9 promoter activation. Huh7 Rab9 promoter-luciferase reporter, luminescence, 24 h. Potency, µM (highest dose often 9.22 µM), for the others: top-dose activation, negative = inhibition, hits mostly activators. 320,000 compounds, 2.8% hits; note: potency is the fitted concentration of half-maximal effect; % of control where 0% means no effect; nearly all actives have a fitted effect of over 60% in size
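Using Huh7 cells stably transfected with Rab9 promoter–luciferase, compounds were incubated 24 h at 37 °C, 5% CO2; luciferase luminescence was read 10 min after reagent addition.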
FLuc modulator = firefly luciferase modulation, counter-screen for miR-21 project; purified FLuc, Km substrates, luminescence inhibition; Potency, µM (titrated, usually from 57.5 µM), inactives show top-dose activity change, negative = inhibition, usual class: inhibitors; AID 588342; 360,000 compounds, 6.9% hits;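 note: potency is the fitted concentration of half-maximal effect; plate controls were vehicle for no effect and reference inhibitor for full effect; nearly all actives have a fitted effect of over 55% in size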
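Purified P. pyralis luciferase (10nM final) with 10uM D-luciferin and 10uM ATP (Km levels) in 50mM Tris acetate pH 7.5, 10mM Mg acetate, 0.01% Tween-20, 0.05% BSA; qHTS 6-point titration, ~60 µM downward; luminescence read.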
Gal4-VP16 FLuc = Gal4-VP16 reporter inhibition counter-screen; Drosophila S2 Gal4-VP16 UAS-luciferase, luminescence, 20 h; Potency, µM (titrated, usually from 53.6 µM), without a hit: at the highest dose activity, negative = inhibition, most hits filed as inhibitors; 310,000 compounds, 3.5% hits;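 note: Gal4-VP16 expression switched on by copper sulfate through the metallothionein promoter; potency is the fitted concentration of half-maximal effect; % is set by controls: 0 for no effect and ±100 for the full control effect; nearly all actives have a fitted effect of over 50% in size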
p53 reactivator = mutant p53 re-activation in reporter cells; H1299 p53-A138V BP100-luciferase reporter, luminescence, 24 h; Potency, µM (series often up to 92.2 µM), without a hit: at the top dose activity change, positive = activation, usual class: activators; 320,000 compounds, 0.063% hits; note: potency is the fitted concentration of half-maximal effect; % of control where 0% means no effect; nearly all actives have a fitted effect of over 45% in size
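H1299 (p53-null), stable ts p53-A138V + BP100-Luc; 1000 cells/well, Opti-MEM/10% FBS; cpd 4 pt, 1:5; 24 h, 37 deg C, 5% CO2; detection reagent 10 min RT; luminescence.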
Tb PFK inh = inhibitors of T. brucei phosphofructokinase. T. brucei PFK, ADP-Glo luminescence. O15648. 330,000 compounds, 0.17% hits. Potency, µM (doses to about 57.5 µM), for inactives: at the top dose activity, negative = inhibition, hits mostly inhibitors;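 note: potency is the fitted concentration of half-maximal effect; 0% = uninhibited 1x PFK enzyme wells and -100% = no-enzyme wells; nearly all actives have a fitted effect of over 60% in size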
Target sequence (O15648 whole entry, looked up): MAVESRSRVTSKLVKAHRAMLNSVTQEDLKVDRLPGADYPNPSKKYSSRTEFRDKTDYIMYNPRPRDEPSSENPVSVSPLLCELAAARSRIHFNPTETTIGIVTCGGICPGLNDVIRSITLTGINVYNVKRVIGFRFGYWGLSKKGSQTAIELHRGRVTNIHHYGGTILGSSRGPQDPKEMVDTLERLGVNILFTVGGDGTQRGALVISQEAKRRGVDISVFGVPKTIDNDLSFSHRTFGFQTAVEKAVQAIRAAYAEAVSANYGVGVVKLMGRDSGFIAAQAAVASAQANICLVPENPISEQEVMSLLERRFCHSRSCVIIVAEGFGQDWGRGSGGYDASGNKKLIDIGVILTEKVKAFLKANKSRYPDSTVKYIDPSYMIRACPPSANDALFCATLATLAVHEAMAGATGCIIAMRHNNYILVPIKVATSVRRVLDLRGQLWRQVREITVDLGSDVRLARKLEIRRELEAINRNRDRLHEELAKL
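Activity is normalized to no-enzyme wells (full inhibition) and 1.25 nM enzyme wells (no inhibition). Reaction: 0.5 mM F6P, 0.1 mM ATP, 45 min RT, ADP-Glo luminescence; concentration-response curves fitted and classed by quality.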
ELG1 repair inh = blocks ELG1-dependent DNA repair in HEK293T cells; Potency, µM (titrated, usually from 46.1 µM), without a hit: at the highest dose activity change, negative = inhibition, hits mostly inhibitors; 330,000 compounds, 2.3% hits; HEK293T ELG1-luciferase reporter, luminescence, 16 h; DNA damage induced by 5-fluorouridine; note: potency is the fitted concentration of half-maximal effect; % is set by controls: 0 for no effect and ±100 for the full control effect; nearly all actives have a fitted effect of over 55% in size
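DMSO vehicle served as the neutral condition. Each well held 2,000 cells given 5-fluorouridine plus compound; after 16 hr at 37 °C/5% CO2, ONE-Glo was added and luciferase measured 30 min later.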
BRCA1 expr act = increases BRCA1 expression. MCF7-BRCA1-FFLuc reporter, luminescence, 48 h; response scale: scaled: vehicle 0%, 10 µM genistein 100%. Potency, µM (series often up to 46.1 µM), inactives show top-dose activation, most hits filed as activators. 380,000 compounds, 1.1% hits. AID 624202; note: potency is the fitted concentration of half-maximal effect; nearly all actives have a fitted effect of over 80% in size; some results filed as inactive show a strong effect at the top dose
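Activators of BRCA1 expression were detected as increased firefly luciferase luminescence in engineered MCF7 cells after 48 h compound incubation. Signals were scaled to genistein 10 microM as full activation.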
TRPV1 ag = agonists of human vanilloid receptor 1 (TRPV1); Q8NER1; TRPV1-expressing cells, Fluo-8 calcium influx, agonist mode; activation, % at 8.33 µM; 320,000 compounds, 0.19% hits; AID 540275; in the data active = activation above about 80%; inconclusive = between about 30% and that limit; note: 0% is about no effect
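Fluo-8 calcium influx in TRPV1-expressing cells, kinetic read (ex 480/em 520 nm). Compound added and read 3 min for agonist activity, followed by capsaicin at EC20 final and 2 min further read for enhancement.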
ELG1 genotoxic = inducers of genotoxicity in HEK293T ELG1-luciferase cells; 330,000 compounds, 1.3% hits; AID 504466; Potency, µM (series often up to 46 µM), inactives show at the top dose activity change, positive = activation, hits mostly activators; HEK293T ELG1-luciferase reporter, luminescence, 16 h; note: potency is the fitted concentration of half-maximal effect; % of control where 0% means no effect; nearly all actives have a fitted effect of over 60% in size
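Step 1: seed 2,000 HEK293T ELG1-luciferase cells per well. Step 2: add compound or DMSO, incubate 16 hr at 37 °C. Step 3: ONE-Glo, 30 min at room temperature, read luminescence.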
RORgamma inh = ROR gamma (mouse) transcription inhibition. P51450. Drosophila S2 Gal4-RORgamma UAS-luciferase reporter, 20 h. Potency, µM (titrated, usually from 53.6 µM), without a hit: at the highest dose activity change, negative = inhibition, actives largely listed as inhibitors. 310,000 compounds, 5.4% hits. AID 2551; note: potency is the fitted concentration of half-maximal effect; % is set by controls: 0 for no effect and ±100 for the full control effect; nearly all actives have a fitted effect of over 60% in size
Target sequence (P51450 whole entry, looked up, the tested form may be a part): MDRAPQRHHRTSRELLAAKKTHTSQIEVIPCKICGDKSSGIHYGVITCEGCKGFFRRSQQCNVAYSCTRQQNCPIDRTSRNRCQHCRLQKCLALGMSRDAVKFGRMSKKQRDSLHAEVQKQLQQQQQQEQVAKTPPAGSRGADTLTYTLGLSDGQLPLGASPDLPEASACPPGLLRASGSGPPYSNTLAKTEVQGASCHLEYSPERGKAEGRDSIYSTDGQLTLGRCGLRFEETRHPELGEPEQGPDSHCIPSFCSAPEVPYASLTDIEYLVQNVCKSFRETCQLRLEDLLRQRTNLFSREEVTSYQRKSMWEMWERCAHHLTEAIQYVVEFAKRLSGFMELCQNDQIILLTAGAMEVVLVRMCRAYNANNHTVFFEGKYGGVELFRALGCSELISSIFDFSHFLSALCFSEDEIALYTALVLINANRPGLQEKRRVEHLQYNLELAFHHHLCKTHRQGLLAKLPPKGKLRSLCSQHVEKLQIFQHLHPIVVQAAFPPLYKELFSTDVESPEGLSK
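A Gal4/UAS one-hybrid system in insect cells: metallothionein-promoter Gal4–ROR gamma fusion plus Photinus luciferase reporter. Copper sulfate 700 uM final, 20 hr ambient incubation, luminescent detection after 10 min with reagent.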
* = called active by the depositor; ? = inconclusive; nt = no result given; & = joins results of further samples; [ ] = dose if it differs, or a comment. Unless noted, calls come from the whole dose curve; as a rule, active = well fitted curve in the direction sought with a large enough effect; inconclusive = small, poorly fitted or top-dose-only effect, or another doubt; inactive = no such curve, though single readings can be large; an effect the other way counts as inactive or inconclusive.

SMILES	NPC1 prom act	Rab9 prom act	FLuc modulator	Gal4-VP16 FLuc	p53 reactivator	Tb PFK inh	ELG1 repair inh	BRCA1 expr act	TRPV1 ag	ELG1 genotoxic	RORgamma inh
NC(=O)c1ccccc1NC(=O)c1ccc2ccccc2c1	0.89µM*	0.56µM*	0.54µM*	-16%	nt	6%	?	18%	?	2.3µM*	-21%
Cc1cccc(C(=O)N2CCc3cc(-c4nc(NC(=O)CN5CCCC5)sc4C)ccc32)c1	-4%	0%	-3%	0%	5%	1%	-18%	-7%	1	-16%	-18%
CC(=O)Nc1ccc(NC(=O)CSc2ncnc3sc(C)c(C)c23)cc1	1%	-5%	1%	-5%	0%	0%	-5%	-14%	0	11%	-11%
COc1ccc2c(=O)c(C(=O)O)c(-c3ccc4c(c3)OCO4)n(C)c2c1	-1%	-9%	3%	-6%	-5%	-3%	-1%	18%	0	3%	4%
COc1ccc(-c2ccc([C@H]3[C@H]4C=CC[C@@H](C)[C@@H]4C(=O)N3Cc3ccccc3)c(F)c2)cc1	-6%	-9%	1%	-11%	4%	-3%	-4%	-36%	1	-7%	16%
O=C(NC1CCN(Cc2ccccc2)CC1)c1ccc(CS(=O)c2ccc(F)cc2)o1 (centres undefined)	0%	-4%	0%	1%	4%	-4%	-3%	1%	0	-2%	2%
CN(C)c1ccc2c3c(ccc(N(C)C)c13)C(=O)OC2	-1%	-4%	0%	5%	-3%	-12%	?	-15%	19	-4%	-1%
CC(=NNC(=O)COc1cccc(C)c1)c1cccnc1	nt	nt	nt	nt	10%	11%	-10%	35%	nt	1%	nt
COc1ccccc1N/C(=N/c1nc(C)cc(C)n1)NC(C)=O	-3%	3%	-1%	3%	5%	2%	3%	nt	-2	-6%	-9%
COc1cccc(C(=O)/C=C/Nc2ccc(NC(C)=O)cc2)c1	?	4µM*	9.5µM*	5%	?	-1%	?	?	-1	?	?
COc1cc(C(=O)Nc2ccc3c(c2)Cc2ccccc2-3)cc(OC)c1OC	-20%	-17%	3%	-21%	9%	2%	0%	-33%	0	?	-7%
C/C(=N\Nc1c(Cl)c(Cl)nc(C(=O)O)c1Cl)c1ccc(O)cc1	0%	0%	?	-6%	8%	?	7%	50%	2	0%	-10%
Cc1ccc(NC(=O)c2cc(C)nc3ccccc23)c(Br)c1	-4%	1%	?	-10%	-2%	-6%	-28%	-37%	5	-7%	0%
N#CCCN=C(NS(=O)(=O)c1ccccc1)c1ccccc1	-1%	-5%	-1%	-2%	5%	-1%	5%	-6%	0	12%	-14%
O=C(COC(=O)c1ccccc1C(=O)N1CCN(c2ccccc2)CC1)Nc1ccc(F)cc1	1%	-14%	-1%	14%	-5%	0%	?	-37%	-1	-12%	?
COc1ccc(-c2cc(=O)n(-c3ccc([N+](=O)[O-])cc3)[nH]2)cc1	-1%	-5%	21µM*	-5%	26%	-3%	?	-58%	15	1%	4%[10 µM]
CCn1cc(S(=O)(=O)NCc2ccccc2Br)cn1	-1%	4%	2%	nt	nt	-17%	-7%	16%	3	-4%	nt
CCCCn1c(CCC)nc([N+](=O)[O-])c1Sc1ccc(Cl)cn1	-2%	-6%	4%	10µM*	-22%	-9%	?	-37%	?	-12%	?
O=C(NC1CCCC1)c1cccc2c1C(=O)c1ccc(N3CCCCC3)cc1S2(=O)=O	8%	1%	?	nt	19%	-3%	-17%	-5%	-5	-2%	nt
CCOC(=O)c1cc(CC)sc1NC(=O)C1CC1	2%	5%	-1%	-7%	-7%	-1%	-9%	-12%	18	0%	13%

Reprinted from the part before: 6 entries, followed by the next part.
SMILES	NPC1 prom act	Rab9 prom act	FLuc modulator	Gal4-VP16 FLuc	p53 reactivator	Tb PFK inh	ELG1 repair inh	BRCA1 expr act	TRPV1 ag	ELG1 genotoxic	RORgamma inh
O=C(COC(=O)c1ccccc1C(=O)N1CCN(c2ccccc2)CC1)Nc1ccc(F)cc1	1%	-14%	-1%	14%	-5%	0%	?	-37%	-1	-12%	?
COc1ccc(-c2cc(=O)n(-c3ccc([N+](=O)[O-])cc3)[nH]2)cc1	-1%	-5%	21µM*	-5%	26%	-3%	?	-58%	15	1%	4%[10 µM]
CCn1cc(S(=O)(=O)NCc2ccccc2Br)cn1	-1%	4%	2%	nt	nt	-17%	-7%	16%	3	-4%	nt
CCCCn1c(CCC)nc([N+](=O)[O-])c1Sc1ccc(Cl)cn1	-2%	-6%	4%	10µM*	-22%	-9%	?	-37%	?	-12%	?
O=C(NC1CCCC1)c1cccc2c1C(=O)c1ccc(N3CCCCC3)cc1S2(=O)=O	8%	1%	?	nt	19%	-3%	-17%	-5%	-5	-2%	nt
CCOC(=O)c1cc(CC)sc1NC(=O)C1CC1	2%	5%	-1%	-7%	-7%	-1%	-9%	-12%	18	0%	13%
O=C1CC(N2CCN(c3cccc(C(F)(F)F)c3)CC2)C(=O)N1c1ccccc1 (centres undefined)	0%	0%	0%	14%	-2%	-5%	4%	-19%	3	1%	4%
CC1=NN(c2ccc(C(F)(F)F)cn2)C(=O)C1	-4%	-11%	?	11%	29%	0%	-2%	-51%	1	-6%	?
O=C(Cc1cccs1)Nc1ccc(-c2nnc(-c3ccco3)o2)cc1	26%	?	3%	24%	5%	-1%	13%	?	2	?	-9%
O=C(Cn1c(C(=O)OCCO)cc2ccccc21)c1ccccc1	13%	0%	0%	0%	nt	1%	15%	-50%	16	-2%	-1%
CC(C)NC(=O)Nc1ccc2c(c1)C(=O)N([C@H](C)CO)C[C@H](C)[C@@H](CN(C)S(=O)(=O)c1cn(C)cn1)O2	nt	nt	nt	nt	-3%	-4%	27%	10%	nt	1%	nt
O=S(=O)(NCCc1cn2ccccc2n1)c1cccs1	12%	4%	-3%	7%	19%	0%	?	48%	-4	?	3%
CCCOc1ccc(C2CC(=O)Nc3cc(OC)c(OC)cc32)cc1 (centres undefined)	-2%	0%	-2%	-18%	-5%	-8%	-27%	-25%	6	0%	?
O=C(NC(=S)Nc1cccc(Cl)c1N1CCCCC1)c1ccc2c(c1)OCCO2	-15%	-6%	-2%	4.5µM*	?	1%	3%	-76%	23	1%	2.5µM*
O=C(c1ccc(CS(=O)c2cccc(Cl)c2)o1)N1CCN(C2CCCCC2)CC1 (centres undefined)	-2%	-13%	3%	-2%	3%	3%	?	-11%	0	0%	-11%
CC(OC(=O)CCCc1c[nH]c2ccccc12)C(=O)Nc1ccc(S(N)(=O)=O)cc1 (centres undefined)	0%	7%	1%	nt	2%	-8%	3%	-6%	-3	1%	nt
O=C(COc1ccc(F)cc1Cl)Nc1ccc(S(=O)(=O)Nc2nccs2)cc1	2%	-5%	?	nt	-2%	1.2µM*	?	28%	3	?	nt
COc1ccc(CCNCC(O)c2ccccc2)cc1 (centres undefined)	0%	10%	1%	11%	-1%	0%	?	-1%	1	0%	-2%
CCCn1c(=O)c2ccccc2n2c(SCC(=O)Nc3cc(C)on3)nnc12	1%	-2%	1%	3%	1%	-3%	0%	-3%	-5	-4%	3%
Cc1ccc(C(=O)Nc2nc(=O)[nH]s2)cc1	-1%&0%	3%&-3%	24µM*	-10%&-23%	0%&2%	-1%&3%	18%&0%	8%&4%	-2&0	6%&4%	-11%&5%
Cc1ccc(OCC(O)CN2CCN(c3ccccn3)CC2)c(C)c1 (centres undefined)	-1%	-11%	-10%	2%	2%	3%	-17%	-7%	2	-1%	10%
COc1ccc(S(=O)(=O)NCc2cccnc2)cc1	-1%	0%	-1%	4%	-10%	1%	-4%	2%	-1	-1%	-6%
O=C(CN1CCN(Cc2ccccc2F)C1=O)NC1CCCC1	2%	-9%	-1%	0%[10 µM]	-4%	-6%	-15%	3%	-3	-11%	-5%
